PV pol inh: poliovirus RNA polymerase inhibition; poliovirus polymerase elongation, fluorescence polarization; hits give low values; 150,000 tested, 0.66% active; % elongation, % (compound at 16.7 µg/mL); in the data active = % elongation below about 90%; also: some results filed as inactive read as strong as hits
Target sequence (P03300 1749-2209 limits assumed): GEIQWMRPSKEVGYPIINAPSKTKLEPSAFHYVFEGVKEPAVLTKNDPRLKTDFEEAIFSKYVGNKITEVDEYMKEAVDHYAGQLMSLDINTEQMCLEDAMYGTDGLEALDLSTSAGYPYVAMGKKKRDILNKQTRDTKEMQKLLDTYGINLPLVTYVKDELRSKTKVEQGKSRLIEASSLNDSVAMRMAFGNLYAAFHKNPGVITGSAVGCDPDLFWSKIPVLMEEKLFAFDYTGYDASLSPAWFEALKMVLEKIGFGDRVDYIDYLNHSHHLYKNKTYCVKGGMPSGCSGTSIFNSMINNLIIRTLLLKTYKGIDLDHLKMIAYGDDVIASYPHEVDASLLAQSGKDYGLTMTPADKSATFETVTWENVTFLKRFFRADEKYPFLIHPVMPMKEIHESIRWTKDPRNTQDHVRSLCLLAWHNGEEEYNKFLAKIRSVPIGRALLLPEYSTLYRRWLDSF
PV pol inh FP z-score: also measured in PV pol inh; calls as there; z-score; measured here: FP z-score; hits read low
An asterisk follows results filed as active; & = joins results of further samples.

SMILES	PV pol inh	PV pol inh FP z-score
C=CCNC(=O)c1cc(-c2ccc(C)c(C)c2)nc2ccccc12	102	0.1
Cc1ccc2c(c1)/C(=C/c1ccncc1)c1cc3ccccc3nc1-2	103	0.1
O=C1c2ccccc2-c2onc3ccc(Oc4c(F)c(F)c(F)c(F)c4F)c1c23	102	0.2
CN1C(=S)SC(c2ccccc2)N(C)C1c1ccccc1 (stereo not drawn)	105	0.9
CCN(CCCNC(=O)CN1N=C(c2ccc(C)cc2)CCC1=O)c1ccccc1	111	0
Cc1ccc(N(C)C(=O)C2CCCN(c3ncnc4c3nc3n4CCCCC3)C2)cc1C (stereo not drawn)	99	-1.5
Cc1ccccc1NC(=O)CN1CCCC1	103	0.4
CC(C)N(C(=O)CSc1nnnn1Cc1ccccc1)C(C)C	100	-0.4
CCN(CC)S(=O)(=O)c1ccc(C(=O)Nc2ccc3c(c2)OC(C)(C)O3)cc1	102	0.1
Nc1nc2sc3c(c2c(=O)s1)CCCC3	100	-0.1
CCC(C)NC(=O)c1ccccc1NC(=O)Nc1ccccc1 (stereo not drawn)	100	-0.4
Cc1cc(C(=O)COn2nnc3ccc(Cl)cc32)c(C)n1Cc1cccs1	101	-0.1
CCOc1cc(C2C(C(=O)N3CCOCC3)=C(C)NC3=C2C(=O)CC(C)(C)C3)cc(Br)c1OCC (stereo not drawn)	102	0.7
CSc1nc2ccc(NC(=O)CNC(=O)c3cccs3)cc2s1	109	0.9
O=C(NC1CC(=O)N(c2ccc3c(c2)OCCO3)C1)c1ccc2ccccc2c1 (stereo not drawn)	102	0
COc1ccc(NC(=O)C2Cc3ccccc3N2C(=O)c2ccccc2)c(OC)c1 (stereo not drawn)	100	-1.5
CN(C(=O)CSc1nc2ncccc2o1)c1ccccc1	101	-0.3
Cc1[nH]c2ccc(C(=O)OCC#N)cc2c1C	103	0.2
CN(C)c1ccc(C2N(C(=O)C(F)(F)F)CCN2S(=O)(=O)c2ccccc2)cc1 (stereo not drawn)	101	0.2
O=C(CN1CCCCC1)Nc1ccccc1	102	0.6
CCOC(=O)c1sc(NC(=O)CC)c(C#N)c1C	104	0.8
Cn1c(-c2cccnc2)n[nH]c1=S	100	-0.2
COC(=O)CSc1nnc2c(n1)[nH]c1ccccc12	102	0.2
COC(C(=O)Nc1ccc2c(c1)OCCO2)c1ccccc1 (stereo not drawn)	104	0.5
Cn1c(=O)c2c(-c3ccc(Cl)cc3)n(CCc3ccccc3)cc2n(C)c1=O	105	0.3

6 entries from above, set out differently:
Value order: PV pol inh	PV pol inh FP z-score
CN(C(=O)CSc1nc2ncccc2o1)c1ccccc1
    101	-0.3
Cc1[nH]c2ccc(C(=O)OCC#N)cc2c1C
    103	0.2
CN(C)c1ccc(C2N(C(=O)C(F)(F)F)CCN2S(=O)(=O)c2ccccc2)cc1 (stereo not drawn)
    101	0.2
O=C(CN1CCCCC1)Nc1ccccc1
    102	0.6
CCOC(=O)c1sc(NC(=O)CC)c(C#N)c1C
    104	0.8
Cn1c(-c2cccnc2)n[nH]c1=S
    100	-0.2

More results:
SMILES	PV pol inh	PV pol inh FP z-score
CS(=O)(=O)N1CCN(C(=O)CCCC(=O)O)CC1	101	-0.4
Cc1cccc(C(=O)Nc2ccc3nc(SCC(=O)N4CCc5ccccc54)sc3c2)c1	110	0.6
O=S(=O)(NCc1cccs1)c1ccc(-c2cc(C(F)(F)F)no2)s1	104	2
O=C(COC(=O)c1ccco1)NC1CCCCC1	105	0.2
Cc1ccc2nc(SCC(N)=O)oc2c1	101	-0.5
CCOc1ccccc1N1CCN(C(=O)[C@H](C)NC(N)=O)CC1	97	-0.6
O=C(CC(Sc1ccc(Cl)cc1)c1ccc(Cl)cc1)C1CC1 (stereo not drawn)	104	0.1
CCCN(Cc1c(F)cccc1F)CC1CC1	104	1.5
CCOC(=O)c1cnc(SCC(=O)OCC(=O)NC2(C#N)CCCC2)nc1N	107	0.6
Nn1c(COc2cccc(Br)c2)nnc1SCC(=O)N1CCOCC1	100	-0.3
Cc1ccc(S(=O)(=O)N2CCC(C(=O)OCC(=O)c3cc(C)n(C4CC4)c3C)CC2)cc1C	104	0.1
COc1ccc(C(=O)NC(=S)Nc2ccc3[nH]c(=O)[nH]c3c2)cc1OC	100	-0.1
CCn1nc(C(=O)Nc2ccc(S(=O)(=O)Nc3ncccn3)cc2)c2ccccc2c1=O	102	-0.2
CCOc1ccc(N=Nc2c(C)n[nH]c2C)cc1	103	0.1
O=C(Cn1cc(C(=O)c2ccncc2)c(=O)c2cc(F)ccc21)Nc1ccc(Cl)cc1	112	1.3
O=c1ccc2cc(N=Cc3cc(Cl)cc(Cl)c3O)ccc2o1	107	0.3
NNc1nc(N2CCOCC2)nc(N2CCOCC2)n1	104	0.7
CC1CCCCC1NC(=O)c1cnn2c(C(F)(F)F)cc(-c3ccccc3)nc12 (stereo not drawn)	103	0.6
O=C1OCC2=C1C(c1ccc3c(c1)OCO3)CC(=O)N2c1ccccc1 (stereo not drawn)	105	0.8
Cc1ccc(C(=O)Cn2c(-c3ccccc3)noc2=O)cc1	98	-1.4
O=C(Nc1ncc(C(O)(C(F)(F)F)C(F)(F)F)s1)c1ccccc1Cl	105	0.4
O=C(CC1C(=O)N(c2ccc(F)cc2)C(=O)N1Cc1ccc2c(c1)OCO2)Nc1ccc(F)cc1 (stereo not drawn)	108	0.4
CN(C)C(CNC(=O)Cc1n[nH]c(=O)c2ccccc12)c1cccs1 (stereo not drawn)	100	-0.1
CCCCN(C)CCNC(=O)C1CCCN(S(=O)(=O)c2ccc3c(c2)oc(=O)n3C)C1 (stereo not drawn)	110	0.6
CC1(C)CC(=O)C2=C(C1)NC(Nc1nc3ccccc3o1)=NC2c1ccccc1 (stereo not drawn)	98	-0.6

Reprinted at random: 4 compounds from above.
SMILES	PV pol inh	PV pol inh FP z-score
Cc1ccc(S(=O)(=O)N2CCC(C(=O)OCC(=O)c3cc(C)n(C4CC4)c3C)CC2)cc1C	104	0.1
O=C(Nc1ncc(C(O)(C(F)(F)F)C(F)(F)F)s1)c1ccccc1Cl	105	0.4
O=C(CC1C(=O)N(c2ccc(F)cc2)C(=O)N1Cc1ccc2c(c1)OCO2)Nc1ccc(F)cc1 (stereo not drawn)	108	0.4
Cc1ccc(C(=O)Cn2c(-c3ccccc3)noc2=O)cc1	98	-1.4

(cont.)
SMILES	PV pol inh	PV pol inh FP z-score
COc1ccc(/C=N/n2c(=S)[nH]nc(C)c2=O)cc1	102	0.5
c1ccc(C(c2nnnn2C2CCCC2)N2CCN(c3ccccc3)CC2)cc1 (stereo not drawn)	102	0.2
O=C(Nc1ccc(Cl)cc1)N1CCN(c2ccc3nnc(-c4ccccc4)n3n2)CC1	107	0.6
COC(=O)c1cc(-c2ccco2)nc2c1c(=O)n(C)c(=O)n2CC(C)C	102	0.3
COC(=O)c1sc(NC(=O)c2ccco2)c(C#N)c1C	97	-1.3
O=C(OCCN1CCCCC1)c1cccc(F)c1	104	0
Cc1ccc(-c2nnc(SCc3cccc(C#N)c3)o2)cc1	106	0.2
COc1ccccc1NC(=O)CC(=O)Nc1ccccc1OC	103	0.3
O=C(CS)Nc1ccccc1F	98	-0.2
O=C(NCc1ccccn1)c1nnc(-c2cccc(Cl)c2)o1	103	0.3
Oc1ccc(C2CC(c3ccccc3O)=Nc3ccccc3S2)cc1 (stereo not drawn)	108	0.7
CC(C)CCNC(=O)C1CCN(C(=O)N(C)C)CC1	103	0.6
CCNC(=O)CC1C(=O)N(c2ccccc2)C(=O)N1Cc1ccc(C)cc1 (stereo not drawn)	103	0.7
Cc1nc2ccccc2c(=O)n1NC(=O)C1CCCCC1	100	-0.4
Cc1nn2c(=O)cc(COC(=O)c3ccc(NC(=O)c4cccc(Br)c4)cc3)nc2s1	105	-0.4
Cc1c2c(n3c(nc4ccccc43)c1C#N)SCC2	100	-0.4
C/C=C(/C(=C/C)c1ccc(O)cc1)c1ccc(O)cc1	102&100	0.2&0
Cc1cc(OCC(=O)Oc2c(C)cc(Br)cc2Cl)no1	103	-0.1
O=C(NCc1csc(-c2cccs2)n1)c1cc(F)cc2c1OCOC2	100	-0.4
Cc1ccc(C(=O)OC[C@H]2O[C@H](c3nnc4ncccn34)C[C@@H]2OC(=O)c2ccc(C)cc2)cc1	105	0.1
CC1Cc2cc(S(=O)(=O)N(C)c3ccc(Br)cc3)ccc2N1C(=O)C1CC1 (stereo not drawn)	111	0.6
Cc1cccc(NC(=O)CSc2nc(-c3ccccc3)cn2-c2ccccc2)c1C	111	0.8
CSc1nnc(-c2ccccc2O)n1-c1ccccc1	99	-1.5
Cc1ccc(S(=O)(=O)N(c2ccccc2)C2CC(C)Nc3ccccc32)cc1 (stereo not drawn)	101	0
Cc1ccc(S(=O)(=O)Nc2cccc3c(O)cccc23)cc1	103	0.5

Later entries:
SMILES	PV pol inh	PV pol inh FP z-score
O=C(c1ccccc1)N(Cc1nc(-c2ccccc2)no1)C1CCCCC1	100	-0.8
O=C1NC(=O)N(c2ccccc2)C(=O)/C1=C\c1ccc(C(=O)O)cc1	101	0
Cc1ccc(N2CCN(C(=O)CN(c3ccc(C)cc3)S(=O)(=O)c3c(C)n[nH]c3C)CC2C)cc1 (stereo not drawn)	101	-0.5
C=CCc1ccccc1OCC(CN1CCCCC1)OC(C)=O (stereo not drawn)	101	-0.1
COC(=O)c1scc(C)c1NN1C(=O)c2ccccc2C1=O	101	-0.1
COc1ccc(C(=O)CN2CCN(S(=O)(=O)c3ccc(F)cc3)CC2)cc1	111	0.9
Cc1ccc(C)c(NC(=O)NCCCN2CCc3ccccc3C2)c1	98	-0.2
COc1nc(-c2ccccc2Cl)c2cc(Br)ccc2n1	102	0.1
COc1cc(Cl)c(C)cc1Nc1nc2ccccc2c2nnc(C)n12	107	0.3
COc1cccc(/C=C2/SC(=Nc3ccccc3)N(CCc3ccccc3)C2=O)c1O	102	0.2
COc1ccc(NC(=O)c2cc3c(=O)n(Cc4ccco4)ccc3nc2C)cc1	107	0.3
C=CCN1C(=O)/C(=C\c2ccccc2Cl)N=C1c1ccccc1	108	0.7
CCN(CC)S(=O)(=O)c1ccc(C(=O)NCCn2c(C)cc3ccccc32)cc1	102	0.4
Cc1cc(NNC(=S)S)nc(N)n1	101	-0.2
C1CCN2CC3CC(CN4CCCC[C@@H]34)C2C1 (stereo partly drawn)	99	-0.2
CC(C)C(=O)N1c2nc(C(C)C)nn2C2(CCCCC2)[C@@H]2CCCC[C@@H]21	99	-0.4
CCCCN1CCc2nc(Nc3ccc(OC)cc3OC)ncc2C1	101	-0.7
Cc1[nH]c(=S)n(CC2CCCO2)c1C (stereo not drawn)	95	-1
COC(=O)c1ccc(OCC(=O)NCC(F)(F)F)cc1	97	-0.9
N#CC1=C(N)OC(N)=C(C#N)C1c1cc(Br)cs1	152	4.9
CCc1ccccc1NC(=O)C(C)n1c(=O)cc(C)c2c(C)nn(-c3ccccc3)c21 (stereo not drawn)	100	-1.5
COc1ccc2oc(=O)c(C(=O)NC(C)(C)C)cc2c1	99	-0.7
NC(=O)C1CCN(C(=O)c2ccco2)CC1	110	0.6
CCOC(=O)c1ccc(Nc2nc3ccccc3nc2NS(=O)(=O)c2ccc(Cl)cc2)cc1	104	0.3
CC1(C)CC(=O)C(C2(O)C(=O)NC(=O)NC2=O)=C(O)C1	56*	-8.8*

The list continues.
SMILES	PV pol inh	PV pol inh FP z-score
CC(Sc1nc2ccccc2c(=O)n1Cc1ccco1)C(=O)c1ccc(F)c(F)c1 (stereo not drawn)	110	1
Cc1cc(C(=O)O)c(CSCc2cc(C(=O)O)oc2C)o1	96	-0.5
O=C(CC1N=C2c3ccccc3N=C(SCc3ccccc3Cl)N2C1=O)NCc1cccs1 (stereo not drawn)	106	-0.2
CCN(CCO)c1nc(NC2CCCCC2)c2cnn(C)c2n1	105	1
Cc1ccc(C=Nc2cc(Cl)ccc2O)o1	102	0.3
O=C(Oc1ccccc1OC(=O)C1C2CCCCC21)C1C2CCCCC21 (stereo not drawn)	101	0
CC(C)c1cc(C(C)C)c(S(=O)(=O)N2CCCC2)c(C(C)C)c1	102	0.1
C=C1C2CC3(C[C@H]4C5C6(C3CC2=O)C4[N+]([O-])(CC)C[C@]5(C)CC[C@@H]6O)[C@@H]1O (stereo partly drawn)	100	0
CCOC(=O)c1cc2cccc(Cl)c2[nH]1	101	0.2
CC(NC(=O)Cn1c(=O)oc2cc(S(=O)(=O)N(C)C)ccc21)c1ccccc1 (stereo not drawn)	106	0.3
Cc1ccccc1CSCCNC(=O)CN(c1ccccc1)S(=O)(=O)N(C)C	102	-0.2
COc1ccc(C)cc1NC(=O)Cn1c(=O)n(Cc2nc(C)no2)c(=O)c2ccccc21	115	1.5
COc1cccc(CNC(=O)c2c3c(nc4ccccc24)C(=O)N(C2CCCCC2)C3)c1	114	0.7
Clc1ccc(-c2noc3ncnc(NCCCN4CCN(c5ccccc5)CC4)c23)cc1	106	0.1
COc1cccc(N2C(=O)/C(=C/c3ccsc3)C(=O)NC2=S)c1	104	0.6
COc1cc(C2CC(=O)Nc3cc4c(cc32)OCO4)cc(OC)c1O (stereo not drawn)	105	-0.2
CCOc1ccc(OCC(=O)NCCc2nc3ccccc3[nH]2)cc1	102	0.4
CCN(CC)C1=C(C(=O)c2ccccc2)NS(=O)(=O)c2ccccc21	101	0.1

Arranged by SMILES length (smallest number first): some entries from above.
SMILES	PV pol inh	PV pol inh FP z-score
CCN(CCO)c1nc(NC2CCCCC2)c2cnn(C)c2n1	105	1
CCOc1ccc(OCC(=O)NCCc2nc3ccccc3[nH]2)cc1	102	0.4
COc1cccc(N2C(=O)/C(=C/c3ccsc3)C(=O)NC2=S)c1	104	0.6
CCN(CC)C1=C(C(=O)c2ccccc2)NS(=O)(=O)c2ccccc21	101	0.1
Clc1ccc(-c2noc3ncnc(NCCCN4CCN(c5ccccc5)CC4)c23)cc1	106	0.1
COc1cccc(CNC(=O)c2c3c(nc4ccccc24)C(=O)N(C2CCCCC2)C3)c1	114	0.7

Screening data deposited in PubChem by ICCB-Longwood Screening Facility, Harvard Medical School.

These rows are one share of the data; count on the stated rates, not on these rows.
